Source: PubChem BioAssay
Cathepsin G inh: inhibitors of human cathepsin G; 0.2% of 62,000 active; purified enzyme, AMC-tetrapeptide fluorescence, pooled mixtures; inhibition, % at 5 µM (by protocol); P08311;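 active = inhibition above 20% in each of the two mixture wells holding the compound; inactive = inhibition of 20% or less in either well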;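 also: 0% = enzyme control without mixture and 100% = blank lacking enzyme; strong numbers were not always called active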
CatB mix inh: human cathepsin B inhibition by mixtures; Purified cathepsin B, AMC dipeptide fluorescence, compound mixtures; inhibition, %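 (ten-compound pools at 5 µM per compound and 50 µM total)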; 0.06% of 62,000 active; P07858; in the data active = inhibition above about 22%, passing the limit was not always enough;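 also: 0% = enzyme without compound and 100% = no enzyme blank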
CatL block: inhibitors of human cathepsin L | P07711 | purified cathepsin L, fluorogenic substrate, fluorescence | inhibition, %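 (tested at 10 µM)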 | 0.17% of 58,000 active; in the data active = inhibition above about 45%;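 also: 0% = enzyme with no compound and 100% = no enzyme blank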
C1s inh: human complement C1s inhibition; mean inhibition % of two 10-compound mixtures (hits give high values), % at 5 µM (by protocol); AID 538; P09871; 0.16% of 62,000 active; purified C1s, fluorogenic AMC substrate, pooled mixtures;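 active = inhibition above 20% in each of the two 10-compound mixture wells holding the compound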;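 also: 0% = enzyme wells lacking compound mixture and 100% = no-enzyme blank wells; some compounds called inactive have numbers as strong as hits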
Target sequence (P09871 16-437 limits assumed): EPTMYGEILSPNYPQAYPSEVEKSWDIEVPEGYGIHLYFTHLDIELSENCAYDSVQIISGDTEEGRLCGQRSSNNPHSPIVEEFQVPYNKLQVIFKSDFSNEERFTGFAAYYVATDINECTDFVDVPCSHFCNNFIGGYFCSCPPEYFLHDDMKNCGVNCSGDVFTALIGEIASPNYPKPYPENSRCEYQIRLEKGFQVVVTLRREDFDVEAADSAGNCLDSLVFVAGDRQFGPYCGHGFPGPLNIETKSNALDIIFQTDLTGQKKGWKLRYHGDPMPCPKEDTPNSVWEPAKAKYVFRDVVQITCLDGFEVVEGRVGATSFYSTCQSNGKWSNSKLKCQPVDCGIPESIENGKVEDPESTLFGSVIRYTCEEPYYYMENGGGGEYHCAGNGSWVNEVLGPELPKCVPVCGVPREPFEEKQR
Target sequence (P09871 438-688 limits assumed): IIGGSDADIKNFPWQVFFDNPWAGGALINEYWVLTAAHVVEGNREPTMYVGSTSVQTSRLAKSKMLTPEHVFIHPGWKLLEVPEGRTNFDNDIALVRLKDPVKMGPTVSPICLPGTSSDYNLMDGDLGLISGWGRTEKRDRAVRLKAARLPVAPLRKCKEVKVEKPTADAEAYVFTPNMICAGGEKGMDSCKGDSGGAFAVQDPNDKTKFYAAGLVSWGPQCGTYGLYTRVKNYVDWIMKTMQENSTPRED
CatB block: blocks human cathepsin B protease activity | 0.1% of 63,000 active | P07858 | inhibition, %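 (tested at 10 µM)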 | purified cathepsin B, fluorogenic substrate, fluorescence | AID 453; in the data active = inhibition above about 21%;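 also: 0% = enzyme with no compound and 100% = no enzyme blank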
AP ELISA ortho: orthogonal test for alternative complement pathway inhibitors | Human serum alternative complement pathway, LPS-coated ELISA, C3 deposition; tested in compound mixtures | inhibition, % at 5 µM | 0.08% of 62,000 active;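 active = inhibition above 30% in each of the two pooled mixtures holding the compound, so the lower value exceeds 30%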;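 also: 0% = serum in Mg-EGTA without compound and 100% = EDTA serum blank; some compounds past the cut are filed as inactive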
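Medium: diluted human serum in Mg2+-EGTA GVB++. Assay system: human serum complement alternative pathway, C3 deposition onto LPS. Also added: Plate-bound LPS. Technique: Anti-C3 ELISA, OD 450 nm. Measure: percent inhibition. Incubation: 1 h at 37 °C. Dosing: 5 µM each compound, pools of ten, 50 µM per pool.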
E coli RNAP: inhibitors of Escherichia coli RNA polymerase. 0.2% of 62,000 active. E. coli RNA polymerase, fluorescence transcription assay. P0A8V2. inhibition, %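 (tested at 10 µM)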; in the data active = inhibition above about 20%;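 also: 0% = enzyme without compound and 100% = no enzyme blank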
CatS block: blocks human cathepsin S protease activity; P25774; recombinant cathepsin S, AMC dipeptide fluorescence, pooled mixtures; inhibition, %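 (tested at 5 µM per compound within 10-compound mixtures)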; 0.06% of 62,000 active; in the data active = inhibition above about 32%, passing the limit was not always enough;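 also: 0% = enzyme without compound and 100% = blank without enzyme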
Target sequence (P25774 115-331 limits assumed): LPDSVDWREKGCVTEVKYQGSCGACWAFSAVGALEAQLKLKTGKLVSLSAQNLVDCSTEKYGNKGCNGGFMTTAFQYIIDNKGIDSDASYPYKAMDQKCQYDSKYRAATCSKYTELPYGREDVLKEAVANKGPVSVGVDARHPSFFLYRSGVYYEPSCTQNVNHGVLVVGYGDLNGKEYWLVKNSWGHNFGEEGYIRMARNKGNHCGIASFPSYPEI
FXIa inh mix: blocks human factor XIa in pooled compound mixtures | P03951 | purified FXIa, fluorogenic substrate | inhibition, % at 5 µM | 0.19% of 62,000 active | AID 680; in the data active = inhibition above about 20%, passing the limit was not always enough;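 also: each value is inhibition by a whole ten-compound pool holding the compound; 0% = enzyme with no mixture and 100% = wells lacking enzyme; strong numbers were not always called active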
The depositor's hits bear a star; nt = not tested or not shown. Not all compounds are listed; count on the stated rates, not on these rows.

Each structure is followed by: C1s inh	E coli RNAP	CatB block	CatB mix inh	CatS block	CatL block	Cathepsin G inh	AP ELISA ortho	FXIa inh mix
1	COc1ccccc1-n1cc(C(=O)NCC(=O)N2CCN(c3ccccn3)CC2)c2ccccc2c1=O
    -12	0	3	1	-10	-9	6	25	1
2	Nc1ccc(SC(F)(F)F)cc1C(=O)c1ccccc1
    -7	0	3	-1	-4	16	9	12	-6
3	Cc1ccccc1NC(=O)c1c(O)c2cccc3c2n(c1=O)CC3
    -21	-2	1	-7	-3	-8	1	5	-6
4	Cn1c(=O)c2c(ncn2CC(=O)N2CCCc3ccccc32)n(C)c1=O
    4	9	-1	0	7	6	1	-2	2
5	CCOC(=O)c1[nH]c2ccc(OCC)cc2c1NC(=O)CN1CCN(c2ccccn2)CC1
    0	3	2	-4	2	-7	7	18	-4
6	CC1CCN(C(=O)C(NS(=O)(=O)c2cccc3nsnc23)c2ccccc2)CC1 (centres undefined)
    -3	3	2	1	-6	3	9	12	-3
7	COC(=O)C1[C@H]2C(=O)N(Cc3cccs3)C[C@]23C=C[C@H]1O3 (some centres undefined)
    2	5	-2	0	2	-5	50	13	15
8	O=C(Nc1c(C(=O)N2CCOCC2)cnn1-c1ccccc1)c1ccccc1
    -21	11	1	-1	6	2	-4	-5	-7
9	CCOc1ccccc1C1C(C#N)=C(N)SC(N)=C1C#N
    15	4	3	3	9	-8	10	20	8
10	CC(C)C1Oc2ccccc2N(CC(=O)NCCCN2C(C)CCCC2C)C1=O (centres undefined)
    -1	6	1	-5	1	12	9	-1	9

Records 9 through 10, reprinted for reference:
Each structure is followed by: C1s inh	E coli RNAP	CatB block	CatB mix inh	CatS block	CatL block	Cathepsin G inh	AP ELISA ortho	FXIa inh mix
9	CCOc1ccccc1C1C(C#N)=C(N)SC(N)=C1C#N
    15	4	3	3	9	-8	10	20	8
10	CC(C)C1Oc2ccccc2N(CC(=O)NCCCN2C(C)CCCC2C)C1=O (centres undefined)
    -1	6	1	-5	1	12	9	-1	9

Further structures:
Each structure is followed by: C1s inh	E coli RNAP	CatB block	CatB mix inh	CatS block	CatL block	Cathepsin G inh	AP ELISA ortho	FXIa inh mix
11	CCCCOC(=O)Nc1nnc(COc2ccccc2)s1
    0	8	-3	7	-1	-2	1	13	6
12	CCOC(=O)COn1c(=O)c(=O)n(O)c2ccccc21
    -12	1	5	1	-12	nt	7	6	-5
13	Cc1cccc(-n2c(Cc3ccccc3)nnc2SCC(=O)N2CCOCC2)c1
    -3	-1	-1	-1	40	22	-3	17	3
14	COc1ccc(OC)c(S(=O)(=O)N(C)CC(=O)N2CCN(c3ccc(F)cc3)CC2)c1
    9	4	3	0	-8	1	8	8	7
15	O=C(O)Cn1nc(-c2ccccc2)c2ccccc2c1=O
    -3	-1	0	-4	0	18	6	-12	2
16	Nc1sc2c(c1C(=O)NC1CCS(=O)(=O)C1)CCCC2 (centres undefined)
    -49	5	-2	1	-4	nt	3	25	-11
17	CC(Oc1ccccc1)C(=O)Nc1ccc(S(=O)(=O)NCC2CCCO2)cc1 (centres undefined)
    -3	3	6	0	-11	11	3	14	2
18	CCOc1ccc(-n2ccnc2SCC(=O)NCc2ccc3c(c2)OCO3)cc1
    -4	-1	3	-2	4	4	-3	19	5
19	Cc1cc(C)n2ncc(C(=O)Nc3ccc4c(c3)OCO4)c2n1
    1	4	-3	0	4	4	7	12	7
20	COc1cccc(N(C(C)=O)c2nc(C)cc(C)c2C#N)c1
    6	4	-1	7	1	4	3	15	5
21	CCC(=O)Nc1c(C#N)c2nc3ccccc3nc2n1C1CCCCC1
    -14	-2	-1	-2	12	-21	-3	17	9
22	COc1ccc(Cc2nnc(SCc3nc4ccccc4c(=O)[nH]3)n2C)cc1
    12	4	6	0	-6	0	8	14	6
23	COc1ccccc1Cn1nnc2c(=O)[nH]c(C3CCN(C(=O)c4ccc(C)cc4)CC3)nc21
    -14	2	1	-4	6	13	-3	5	5
24	O=C(C1CCCO1)N(Cc1ccccc1)c1ccccc1 (centres undefined)
    3	3	0	0	-2	0	1	0	-2
25	CCOC(=O)CC(=O)CSc1nc2c(c(C)c1C#N)CCC2
    -7	3	-2	2	-3	3	-1	8	-2
26	COc1ccc2cc3c(N)c(C(=O)N4CCCC4)sc3nc2c1
    13	0	0	3	-5	5	27	24	9
27	O=C(CSc1n[nH]c(-c2ccco2)n1)Nc1sc2c(c1C(=O)Nc1ccccc1)CCCC2
    14	8	2	2	10	13	9	-1	14
28	COc1ccc(-c2nnc(SCc3nnc(-c4ccccc4)o3)n2C)cc1OC
    -1	1	4	-4	-3	5	8	-4	6
29	CCn1c2ccccc2c2cc(N)ccc21
    1	7	1	-8	-5	-4	37	11	-1
30	COc1ccc(C2CC(=O)c3cnc(N)nc3C2)c(OC)c1 (centres undefined)
    0	17	-1	6	7	15	-1	7	5
31	O=C(CSc1nc(-c2ccccc2)cc(=O)[nH]1)NCc1ccc2c(c1)OCO2
    -21	-4	2	-1	-2	-3	-7	10	3
32	O=C(OCCN1CCCCC1)c1ccccc1Cl
    -5	3	-2	2	2	5	9	25	-5
33	Cc1cc2n(c1)CCn1c(C)ccc1-2
    -56	3	-1	-2	-2	-2	-4	7	2
34	CC1CCC(NC(=O)CC2Oc3ccccc3NC2=O)CC1 (centres undefined)
    6	6	-3	0	0	13	1	3	3
35	COC(=O)/C=c1\sc2n(c1=O)C(C)=CC(C)(C)N=2
    34	1	6	4	9	8	-11	-13	5
36	O=c1oc(-c2cccc(S(=O)(=O)N3CCOCC3)c2)nc2ccccc12
    17	2	6	-1	0	16	49*	11	4
37	Nc1ccc(Cl)c(-c2nc3ncccc3o2)c1
    -9	7	2	3	-2	0	10	17	1
38	Cc1ccc(C(=O)c2nocc2C(=O)c2cccs2)cc1
    0	-3	0	-1	-4	-4	-5	-1	5
39	Cc1cc(OCn2ccc(C(=O)O)n2)ccc1Cl
    -4	-5	0	-8	5	7	-3	-7	6
40	COc1cccc(NC=C2C(=O)OC(C)(C)OC2=O)c1
    2	5	-2	6	2	-1	0	20	10
41	CCNS(=O)(=O)c1ccc(NC(=O)Cc2ccc(F)cc2)cc1
    9	-1	2	5	-3	0	30	19	3
42	O=S(=O)(NC1CCCCC1)c1ccc(Br)cc1
    5	4	5	-4	2	4	8	14	-1
43	Cc1cc2ccccc2c(=O)n1CC(=O)NC1CCCCCC1
    -2	2	-1	2	-1	-3	9	19	1
44	COC(=O)c1cn(NC(=O)C2CCCCC2)c(=O)c2ccccc12
    -12	-4	4	2	-7	-8	-4	6	8
45	Cc1cc(C)cc(OCCCC(=O)O)c1
    6	9	-1	2	-1	11	11	-1	6
46	O=C(O)c1cc(S(=O)(=O)NCC2CCCO2)ccc1Cl (centres undefined)
    1	nt	5	3	4	10	7	-6	-1
47	CCOC(=O)c1cccc(NC(=O)C2CCN(S(=O)(=O)c3cccs3)CC2)c1
    -2	12	4	-4	3	11	2	-9	-2
48	Cc1csc(SCC(=O)Nc2nc(-c3ccccc3)cs2)n1
    -4	-1	-3	-2	12	20	3	18	-1
49	COc1ccc(CC(=O)Nc2nncs2)cc1OC
    -3	1	0	0	1	9	-4	-16	5
50	CCc1c(O)nc(SCC(N)=O)n(-c2ccccc2F)c1=O
    12	5	6	4	-1	-1	7	19	5
51	CC1(C)Oc2ccc3ccc(=O)oc3c2/C(=C/Nc2ccccn2)C1=O
    2	6	-3	-2	8	nt	2	-7	4
52	COCCn1c(=O)c2c(nc3n2CCN3c2ccc(C)cc2)n(C)c1=O
    -10	1	5	-1	-5	2	4	3	0
53	O=C(O)c1ccc(Br)c(S(=O)(=O)N2CCCC2)c1
    0	9	nt	3	9	11	10	-1	-2
54	CCOC(=O)N1CCN(c2c(NCC3CCCO3)c(=O)c2=O)CC1 (centres undefined)
    -2	-11	-3	-1	-6	nt	-3	22	2
55	Cc1ccc(C(=O)COC(=O)c2ccc(Br)o2)cc1C
    -21	-9	0	-4	-5	-12	-6	25	2
56	Brc1ccc2c(c1)c1nc3ccccc3nc1n2CCN1CCOCC1
    -2	5	1	2	4	0	8	16	2
57	Cc1nnc2n1NC(c1ccc(Cl)cc1)C(C(=O)N(C)C1CCCCC1)S2 (centres undefined)
    -18	-3	2	0	-7	1	-2	14	8
58	Cc1ccc2cc(C(c3nnnn3C3CCCC3)N3CCN(c4ccc(F)cc4)CC3)c(=O)[nH]c2c1 (centres undefined)
    40	12	0	9	13	12	5	2	11
59	COc1ccc(N(C)S(=O)(=O)c2ccc3c(c2)oc(=O)n3C)cc1
    1	3	1	2	3	16	8	1	-1
60	COc1ccc(C2C(C(=O)Nc3ccccc3OC)=C(C)Nc3ncnn32)cc1 (centres undefined)
    -21	1	-3	-6	-7	nt	-8	-2	-2

(list continues)
Each structure is followed by: C1s inh	E coli RNAP	CatB block	CatB mix inh	CatS block	CatL block	Cathepsin G inh	AP ELISA ortho	FXIa inh mix
61	Cc1cc(C(=O)Nc2sc(C)c(C)c2C#N)no1
    -29	2	3	-2	0	-3	0	10	8
62	CCC(NC(=O)Cn1cnc2c(=O)n(C)c(=O)n(C)c21)c1ccccc1 (centres undefined)
    10	5	3	4	16	8	10	3	6
63	CC1(C)CC(=O)C2=C(C1)Oc1ncn(Cc3ccco3)c(=N)c1C2c1ccccc1 (centres undefined)
    -3	2	1	-3	1	-25	8	-1	-2
64	O=C(NCc1ccncc1)Nc1ccc(F)cc1
    18	11	0	3	11	6	13	7	4
65	CCC(Sc1nc(=O)cc(N)n1-c1ccccc1)C(=O)Nc1ccc(Cl)cn1 (centres undefined)
    5	3	-2	7	0	6	2	18	9
66	COc1ccc(-n2c(SC)nnc2-c2c[nH]c3ccccc23)cc1
    4	8	-4	-2	-6	5	3	0	6
67	COc1ccccc1NC(=O)Cn1nnc(-c2ccccc2NC(=O)c2cccs2)n1
    -8	7	3	-4	1	nt	8	6	-3
68	O=C1CCc2cc(S(=O)(=O)N3CCC(C(=O)NC4CCCC4)CC3)ccc2N1
    1	3	-3	3	-7	nt	7	23	1
69	O=C(CN1C(=O)CSc2ccccc21)Nc1ccccc1C(=O)N1CCOCC1
    15	5	5	4	-1	-10	12	17	5
70	CN1CCN(S(=O)(=O)c2ccc3ccccc3c2)CC1
    6	0	-7	2	-6	-12	0	23	7
71	Fc1ccc(Cn2nnnc2CN2CCN(C3CCCCC3)CC2)cc1
    -8	2	1	2	4	15	-10	-20	2
72	CC1CCC(NC(=O)c2cc3c(=O)n(C)c4ccccc4c3n2C)CC1 (centres undefined)
    -4	4	8	1	15	13	-7	-13	8
73	CC(C)NCC(O)COc1c(F)cc(Br)cc1F (centres undefined)
    -9	7	4	5	8	3	-2	3	2
74	O=C(c1nc2nc(-c3ccccc3)cc(C(F)(F)F)n2n1)N1CCCCC1
    15	nt	1	5	10	19	9	2	19
75	Cc1ccc(OCc2nnc(NC(=O)Cc3cccs3)s2)cc1
    -11	9	4	0	8	10	0	1	1
76	Cc1cc(NC(=O)c2cc(-c3ccco3)on2)n(-c2ccccc2)n1
    5	1	2	-11	-10	9	14	4	1
77	COc1ccccc1C(=O)Nc1ccccc1SC
    16	12	2	4	5	14	14	7	-1
78	CC1CCC(C(=O)NC(C(=O)N2CCC(N3CCCCC3)CC2)C(C)C)CC1 (centres undefined)
    -19	1	3	1	-5	-2	3	12	-2
79	c1ccc2c(c1)CCCC2NC1=NCCC1 (centres undefined)
    7	12	1	0	5	27	1	-9	-2
80	Cc1c(/C=N/n2cnnc2)c2ccccc2n1C
    10	8	8	5	0	nt	8	6	7
81	c1ccc(-c2nc(-c3ccncc3)no2)cc1
    -8	5	-6	6	5	12	-2	17	8
82	COc1ccc(OC)c(C2=NO[C@@H]3C(=O)N(c4cc(Cl)ccc4OC)C(=O)[C@H]23)c1
    15	4	2	2	-9	-1	10	11	8
83	CCOC(=O)C1=C(C)N=C2SCCC(=O)N2C1c1cc(Br)ccc1OC (centres undefined)
    23	5	1	1	-8	9	12	11	5
